GRP78 ERSR act: inducers of ER stress response in human glioma cells; U87-MG GRP78 promoter luciferase reporter, 16 h; Potency, µM, without a hit: top-dose activation, actives largely listed as activators; 420,000 tested, 0.02% active; AID 602332; also: potency is read from the fitted curve at half-maximal effect; series mostly up to about 76 µM; % of control where 0% means no effect; nearly all actives have a fitted effect of over 35% in size
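Stably transfected U87-MG glioma cells carrying a GRP78-based luciferase sensor; 16 h compound incubation. Luminescence end-point read 10 min after Bright-Glo addition at room temperature.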
Vif-APOBEC3F blk: inhibitors of Vif-A3F interaction. 390,000 tested, 0.2% active. HeLa A3F-eYFP + Vif (tagged APOBEC3F with the HIV-1 protein that degrades it), YFP fluorescence increase. AID 602313. Potency, µM (titrated, usually from 46.1 µM), without a hit: top-dose activity, negative = active; also: potency is read from the fitted curve at half-maximal effect; % of control where 0% means no effect; nearly all actives have a fitted effect of over 65% in size
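HeLa cells stably expressing Vif plus C-terminally eYFP-tagged A3F were seeded, incubated overnight at 37 deg C, dosed with compound, incubated overnight again at 37 deg C. Yellow fluorescence (Ex 488/Em 500-530) reported blocked Vif-mediated A3F-eYFP degradation.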
D1 potentiator: enhances dopamine response at the human D1 receptor; P21728; HEK293 TREx D1 cells, calcium flux, dopamine EC20 potentiation; potentiation, % at 10 µM; 360,000 tested, 0.036% active; in the data active = potentiation above about 30%; also: 0% is about no effect
Target sequence (P21728 whole entry, looked up): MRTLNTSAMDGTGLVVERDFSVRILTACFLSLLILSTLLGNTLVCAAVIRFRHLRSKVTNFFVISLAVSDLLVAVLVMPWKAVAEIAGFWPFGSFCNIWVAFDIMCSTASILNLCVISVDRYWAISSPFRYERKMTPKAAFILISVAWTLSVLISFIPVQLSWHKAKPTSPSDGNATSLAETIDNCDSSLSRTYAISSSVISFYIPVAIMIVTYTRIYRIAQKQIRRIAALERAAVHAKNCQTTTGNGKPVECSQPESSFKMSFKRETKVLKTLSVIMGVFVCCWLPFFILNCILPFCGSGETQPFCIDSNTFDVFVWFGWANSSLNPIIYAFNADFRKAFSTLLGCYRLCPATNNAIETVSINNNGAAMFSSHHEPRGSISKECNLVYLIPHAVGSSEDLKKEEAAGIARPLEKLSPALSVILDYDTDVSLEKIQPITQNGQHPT
D2 potentiator: positive allosteric modulators of human D2 dopamine receptor; 340,000 tested, 0.34% active; HEK293 T-REx D2, calcium flux, EC20 dopamine potentiation; AID 485347; potentiation, % at 10 µM; P14416;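 active = potentiation over 3 SD above the plate norm, cut at about 30% in these data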; also: 0% is about no effect
Target sequence (P14416 whole entry, looked up): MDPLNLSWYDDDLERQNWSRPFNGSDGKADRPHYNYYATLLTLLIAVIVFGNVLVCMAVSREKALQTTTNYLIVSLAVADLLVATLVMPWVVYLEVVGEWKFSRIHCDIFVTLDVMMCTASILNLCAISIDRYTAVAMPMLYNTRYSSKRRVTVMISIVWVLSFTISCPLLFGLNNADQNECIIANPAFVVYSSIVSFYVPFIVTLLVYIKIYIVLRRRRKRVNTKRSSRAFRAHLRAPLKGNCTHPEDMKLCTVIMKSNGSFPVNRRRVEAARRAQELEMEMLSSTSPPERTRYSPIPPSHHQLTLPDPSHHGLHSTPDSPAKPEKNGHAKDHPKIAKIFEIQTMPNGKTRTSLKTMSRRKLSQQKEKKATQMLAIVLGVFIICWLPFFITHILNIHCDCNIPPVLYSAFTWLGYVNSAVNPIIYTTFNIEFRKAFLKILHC
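Tetracycline-induced Hek293 Trex D2 cells, force-coupled to calcium, loaded with no-wash calcium dye. Compound added with 180 s kinetic read for agonism, then EC20 dopamine and a further 180 s read for potentiation.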
Vif-APOBEC3G blk: blocks the Vif interaction with human APOBEC3G; Q9HC16; HeLa A3G-eYFP + Vif (tagged APOBEC3G with the HIV-1 protein that degrades it), YFP fluorescence, overnight; Potency, µM (titrated, usually from 46.1 µM), without a hit: at the highest dose activity, negative = active, actives largely listed as inhibitors; 410,000 tested, 0.076% active; AID 602310;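 also: potency is read from the fitted curve at half-maximal effect; % is scaled to controls: 0 for no effect and ±100 for the full control effect; nearly all actives have a fitted effect of over 60% in size; hits raise eYFP signal because A3G escapes Vif-driven loss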
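HeLa cells stably expressing Vif and C-terminally eYFP-tagged A3G, seeded overnight at 37 deg C, then exposed to compound by pintool overnight at 37 deg C. Rise in yellow fluorescence (Ex 488/Em 500-530, Acumen) marks blocked Vif-driven A3G degradation.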
RXFP1 agonist: RXFP1 (human) receptor agonism; AID 2676; 370,000 tested, 0.3% active; Potency, µM (top dose mostly 57.5 µM), without a hit: at the top dose activation, usual class: activators; HEK293T-RXFP1 cAMP TR-FRET, 30 min; response scale: percent of porcine relaxin response, buffer zero; Q9HBX9; also: potency is read from the fitted curve at half-maximal effect; % is scaled to controls: 0 for no effect and ±100 for the full control effect; nearly all actives have a fitted effect of over 60% in size; many of its hits are not listed in these tables
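HEK293T cells stably expressing RXFP1 were pretreated with the PDE4 inhibitor Ro 20174, exposed to compounds for 30 min at 37C, lysed, and cAMP was read by TR-FRET. Data normalized to buffer (basal) and 29 nM porcine relaxin (100%).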
D1 antagonist: blocks dopamine activation of the human D1 receptor; HEK293 TREx D1 cells, calcium flux, dopamine EC80; active compounds read low; AID 504652; activity change, negative = inhibition, % at 10 µM; 360,000 tested, 3.2% active; in the data active = activity change below about -30%; also: % is scaled to controls: 0 for no effect and ±100 for the full control effect
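After overnight tetracycline induction at 30 C, force-coupled D1 HEK293 cells took up a no-wash calcium dye at room temperature. Compounds were added and monitored 180 s, and the response to EC80 dopamine was then recorded.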
D1 ag: activates the human D1 dopamine receptor; P21728; activation, % at 2 µM; HEK293 T-REx D1 cells, calcium flux, agonist mode; 360,000 tested, 1% active; in the data active = activation above about 30%; also: 0% is about no effect
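Tetracycline-induced HEK293 TREx D1 cells, force-coupled to calcium signalling, were dye-loaded with a no-wash calcium kit. Compound was pin-added after a 10 s baseline. Fluorescence was read kinetically at 1 cycle/s for 180 s, with calcium rises flagged as agonism.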
LDHA block: blocks human lactate dehydrogenase A; P00338; purified LDHA, NADH/diaphorase-resazurin fluorescence; active compounds read low; activity change, % (values are at about 110 or 230 µM); 480,000 tested, 0.15% active; AID 1347041; in the data active = activity change below about -30%; inconclusive = mostly about -25% to -30%;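 also: plate controls were DMSO wells for no effect and wells without enzyme for full effect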
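Human LDH5 (2 nM) was incubated with 0.06 mM NADH and 0.2 mM pyruvate for 5 min at room temperature in Tris pH 7.4. Remaining NADH was coupled through diaphorase/resazurin, and resorufin fluorescence was read at 0 and 20 min.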
The depositor's hits bear a star; ? = inconclusive; nt = no result given. Unless noted, calls follow the shape of the dose curve; as a rule, active = well fitted curve in the direction sought with a large enough effect; inconclusive = small, poorly fitted or top-dose-only effect, or another doubt; inactive = no such curve, though single readings can be large; an effect the other way counts as inactive or inconclusive. Some of the compounds tested; rates above refer to the full screens.

Each structure is followed by: D2 potentiator	Vif-APOBEC3G blk	RXFP1 agonist	D1 antagonist	GRP78 ERSR act	LDHA block	D1 ag	D1 potentiator	Vif-APOBEC3F blk
CCCn1c(N)c(N(CCOC)C(=O)CSCC(=O)Nc2ccc(OC)cc2)c(=O)[nH]c1=O
  -6	0%	2.3%	5	-2%	-4	1	-7	-9%
CSc1ccc(Cl)c(C(=O)NNC(=O)c2cccs2)c1
  nt	2%	nt	nt	-2%	-7	nt	nt	-15%
O=C(COc1ccc2ccccc2c1)N/N=C/C1CC=CCC1 (centres undefined)
  -5	-2%	0.2%	-15	-5%	-4	3	0	13%
Cc1cccc(NC(=O)CCC(=O)N/N=C/c2ccc(O)cc2O)c1
  -13	3%	4.4%	-16	-4%	1	1	-1	-11%
CN(C)S(=O)(=O)c1ccc(C(=O)Oc2cc(=O)[nH]c3ccccc23)cc1
  7	-1%	1.4%	3	7%	-5	2	0	-6%
c1ccc(C2NCCc3ccccc32)cc1 (centres undefined)
  0	-1%	2.0%	3	9%	-4	7	-3	-20%
COc1ccc(OC)c(C(c2nnnn2CCc2ccccc2)N2CCC(C(N)=O)CC2)c1 (centres undefined)
  7	-1%	1.1%	-4	-2%	-14	2	-5	-11%
CCOCCCn1c(=S)[nH]c2cc(C(=O)N3CCC(C(N)=O)(N4CCCCC4)CC3)ccc2c1=O
  4	-10%	-0.2%	23	4%	3	2	-1	-29%
CCOc1cc(C2NC(=S)NC(C)=C2C(=O)Nc2ccccc2)ccc1O (centres undefined)
  0	2%	-1.7%	17	-4%	-1	1	5	-10%
CCCCNC(C(=O)Nc1ccc(Cl)c([N+](=O)[O-])c1)c1ccccc1 (centres undefined)
  11	1%	-0.2%	7	-9%	-15	1	-6	-22%
CC(NC(=O)CN1C(=O)NC2(CCCC2)C1=O)c1ccc2ccccc2c1 (centres undefined)
  11	4%	1.5%	20	-5%	-1	-1	-11	11%
Cn1c(=O)c2c(nc(Br)n2C/C=N/NC(N)=S)n(C)c1=O
  0	0%	18%	9	0%	1	1	-3	3%
NC(=O)Cn1c(=O)n(CCCCCC(=O)NCc2ccccc2Cl)c(=O)c2sccc21
  -2	-3%	?	-5	-3%	2	-3	1	-2%
CCN(C(=O)COC(=O)COc1ccccc1Cl)c1c(N)n(Cc2ccccc2)c(=O)[nH]c1=O
  -3	-1%	-2.2%	-12	-8%	-3	0	-4	3%
Cc1ccc(-c2ccc(CN3C(CC(C)C)C(=O)N(Cc4cn(CCC5OCCCO5)nn4)CCS3(=O)=O)cc2)cc1 (centres undefined)
  nt	-18%	nt	nt	-1%	4	nt	nt	-8%
Cn1cnc([N+](=O)[O-])c1S(=O)(=O)Oc1cccc2ccccc12
  nt	-23%	nt	nt	-14%	20	nt	nt	-18%
COC(=O)c1cc(NC(=O)CCS(=O)(=O)c2cc(Br)cc3c2N(C(=O)C2CC2)CC3)cc(C(=O)OC)c1
  3	1%	1.5%	1	-5%	-9	3	1	2%
Cc1ccc(S(=O)(=O)Nc2nc3n(n2)C(c2ccccc2Cl)C=C(c2ccccc2)N3)cc1 (centres undefined)
  0	?	6.3%	1	-2%	2	-1	0	-4%
O=C(c1cc([N+](=O)[O-])ccc1Cl)N1CCN(Cc2ccccc2)CC1
  8	1%	1.7%	4	-5%	-1	2	-2	-6%
CCN(CC)C(=O)[C@H]1C[C@H](CC(=O)NC/C=C(\C)CCC=C(C)C)C(=O)N2CCc3c([nH]c4cc(-c5ccco5)ccc34)[C@]12C
  nt	0%	nt	nt	-2%	2	nt	nt	-1%

For reference, part of the list above.
Each structure is followed by: D2 potentiator	Vif-APOBEC3G blk	RXFP1 agonist	D1 antagonist	GRP78 ERSR act	LDHA block	D1 ag	D1 potentiator	Vif-APOBEC3F blk
CCCn1c(N)c(N(CCOC)C(=O)CSCC(=O)Nc2ccc(OC)cc2)c(=O)[nH]c1=O
  -6	0%	2.3%	5	-2%	-4	1	-7	-9%
CSc1ccc(Cl)c(C(=O)NNC(=O)c2cccs2)c1
  nt	2%	nt	nt	-2%	-7	nt	nt	-15%

(further entries)
Each structure is followed by: D2 potentiator	Vif-APOBEC3G blk	RXFP1 agonist	D1 antagonist	GRP78 ERSR act	LDHA block	D1 ag	D1 potentiator	Vif-APOBEC3F blk
COc1ccc(C2=NN(c3ccccc3)C(=O)/C2=C\c2ccc(O)c(OC)c2)cc1
  2	-5%	-3.3%	-8	1%	0	9	3	0%
O=C(Nc1ccccc1Sc1ccccc1)c1ccc(F)cc1
  -3	0%	-2.3%	1	-1%	-12	2	-3	-3%
CC(=O)c1cc2c(cc1N/C(=N/S(=O)(=O)c1ccc(C)cc1)c1ccc(F)cc1)OCO2
  7	-2%	13%	3	0%	-2	4	0	1%
CCCNC(=O)C1CC(=O)N(c2ccc(OCC(=O)Nc3cccc(C)c3C)cc2)C1 (centres undefined)
  2	0%	0.1%	-5	-3%	-15	1	-3	-8%
CCc1nnc(NS(=O)(=O)c2ccc(NC(=S)NC(=O)/C=C/c3ccc(C(C)C)cc3)cc2)s1
  -9	-15%	-3.2%	8	-2%	-15	15	0	-9%
NC(=O)CSc1nnc(-c2ccccn2)n1N
  3	0%	0.4%	-8	-5%	-7	2	-1	0%
CCOc1ccccc1N(CC(=O)NCCSCc1ccco1)S(=O)(=O)c1ccccc1
  12	0%	1.1%	11	-3%	0	9	-1	7%
COc1ccc(NC(=O)Nc2ccc3c(c2)C(=O)N([C@H](C)CO)C[C@@H](C)[C@@H](CN(C)C(=O)C2CCCCC2)OCCCC[C@H](C)O3)cc1
  nt	-5%	nt	nt	-3%	2	nt	nt	-9%
COc1ccc(Cl)cc1NC(=O)N1CCC(CN2CCc3ccccc3C2)CC1
  8	2%	-2.5%	1	0%	-7	-1	-1	3%
COCC(=O)N1CCc2ccc(NC(=O)c3ccc(C(F)(F)F)cc3)cc2C1
  nt	2%	nt	nt	4%	2	nt	nt	10%
Cc1ccc(SCCN2CCN(Cc3ccccc3)CC2)cc1
  -21	0%	0.7%	1	0%	-31*	4	-3	1%
C=C1CCN([C@@H](CC(C)C)C(=O)NCCCc2ccccc2)S(=O)(=O)c2ccccc21
  nt	-12%	nt	nt	-1%	4	nt	nt	-1%
O=C(Cn1c2ccccc2c2nc3n(c(=O)c21)CCCS3)Nc1ccccc1
  7	0%	6.4%	-15	-2%	-2	1	0	3%
CCc1ccc(-n2c(=O)c3c(C)c(C(=O)N(C)C)sc3n(CC(=O)Nc3cc(Cl)ccc3C)c2=O)cc1
  -17	6%	1.6%	8	-5%	3	1	-2	-6%
Nc1ccccc1-c1nnn(CC(=O)N2CCCc3ccccc32)n1
  5	-2%	-4.8%	-1	-2%	-2	-1	-6	-19%
NC(=O)c1ccc(NC(=O)CSc2nnc(-c3cccnc3)n2Cc2ccco2)cc1
  4	-3%	3.6%	9	-4%	0	0	-7	?
CCN1CCN(c2nc(Nc3ccc(NC(C)=O)cc3)nc(Nc3ccc(NC(C)=O)cc3)n2)CC1
  1	2%	0.5%	-20	-2%	-9	1	-2	-5%
CCOC(=O)C(=O)Nc1ccc(Oc2ccccc2)cc1
  2	3%	0.1%	-33*	-3%	-3	1	-8	-6%
NC(=O)C1CCN(c2oc(-c3ccc(F)cc3)nc2S(=O)(=O)c2ccccc2)CC1
  10	0%	0.2%	-4	-3%	1	-1	-1	-19%
CCOC(=O)Cn1c(=O)c2c(nc(N3CCOCC3)n2C)n(C)c1=O
  1	2%	0.4%	25	-5%	-13	1	-2	-5%
CC(=O)NCCC(=O)NCC1(N(C)Cc2ccccc2)Cc2ccccc2C1
  2	1%	-1.0%	-5	-4%	-2	2	-2	2%
COc1cccc(C(=O)Nc2c[nH]c(=O)[nH]c2=O)c1
  0	-5%	0.0%	3	0%	1	2	-3	-5%
OCC[C@H]1C[C@@H](O)[C@H](O)[C@@]2(Cc3ccccc3CCO2)O1
  10	-1%	-0.6%	-1	-4%	-4	-1	-3	-14%
COc1ccccc1OCCNC(=O)c1cc(F)c(F)cc1Cl
  -6	0%	4.8%	1	3%	-2	3	-4	0%
COc1ccc(NC(=O)c2cn(CCC#N)nc2-c2cccs2)cc1
  -9	-4%	0.8%	7	-3%	1	3	-1	2%
Cc1cccc(C)c1NC(=O)C[N+](C)(C)CC(O)COc1cccc2ccccc12 (centres undefined)
  -13	-4%	0.0%	-3	-1%	-11	4	-4	4%
COCOc1ccc(-c2cc(=O)c3c(OCOC)cc(OCOC)cc3o2)cc1
  nt	-6%	nt	nt	1%	-4	nt	nt	-4%
O=C(NCC(c1ccco1)N1CCOCC1)c1ccccc1 (centres undefined)
  -2	1%	0.0%	2	-6%	-2	1	-2	7%
COc1cccc(-c2ccc(SCc3ccccn3)nn2)c1
  -6	-7%	4.2%	-10	0%	-3	3	-2	4%
CC(=O)Nc1sc2c(c1C(c1cccc(Cl)c1)N1CCN(CCO)CC1)CCCC2 (centres undefined)
  10	4%	0.7%	-30*	0%	-6	15	-5	3%
C=C1CCC2[C@](C)(CO)[C@H](O)CC[C@@]2(C)[C@@H]1/C=C/C1=CCOC1=O (some centres undefined)
  7	4%	-0.1%	-66*	-3%	0	2	-6	0%
Cc1ccc(C)c(NC(=O)C(=O)NCC(c2cccnc2)N2CCN(c3ccc(F)cc3)CC2)c1 (centres undefined)
  3	0%	-1.7%	-11	1%	-1	-2	-2	-1%

Screening data (PubChem)
